Compound activity as filed in PubChem.
ABCG2 block – ABCG2 efflux pump inhibitors, primary screen, multiplex with ABCB1, IgMXP3 cells, flow cytometry; Broad substrate specificity ATP-binding cassette transporter ABCG2 (Homo sapiens), Q9UNQ0; JC-1 efflux; inhibition, % at 6.6 µM; 190,000 compounds, 0.1% hits;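 active means inhibition above 80%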;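 further: 0% = DMSO and 100% = nicardipine control wells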
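test system = two drug-resistant human cell lines, ABCG2 and ABCB1 | amount = 3 million cells/mL final, two lines in 1:1 ratio | reagent = JC-1 transporter substrate | doses = one concentration, 6.6 µM final | incubation = 10 min at 25 °C | signal = flow cytometric JC-1 green MFI at 530 nm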
Pf gametocyte – late stage P. falciparum gametocyte viability inhibitors, primary screen, ATP luminescence, HTS. P. falciparum stage V gametocytes, 24 h. inhibition, % at 10.9 µM. 150,000 compounds, 0.065% hits. AID 743093, 2013;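 active means inhibition above the mean plus 3 SD of compounds within the control limits, set per campaign, cut at about 38% in these data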;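 further: 0% = DMSO wells and 100% = medium only without gametocytes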
Rab2 wt GTP – modulators of GTP binding to Rab2A wildtype, primary screen, biochemical, dog, bead-based flow cytometry, multiplex | 190,000 compounds, 0.19% hits | GST-Rab2 wt beads, Bodipy-GTP binding | AID 760, 2007 | GTP binding activity, % at 10 µM | Ras-related protein Rab-2A (Canis lupus familiaris), P61105;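 active means GTP binding activity at least 20 points away from 100%, either lowered or raised; inconclusive means signal likely due to the compound's own green fluorescence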;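 further: 0% = beads with excess unlabeled GTP and 100% = no-compound control corrected for plate trend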
Rab7 wt GTP bind – modulators of GTP binding to Rab7, primary screen, biochemical, wildtype, multiplex bead flow cytometry; Rab7 GTPase wild type (dog), Bodipy-FL-GTP binding; AID 758, 2007; GTP binding activity (percent of control), % at 10 µM; 190,000 compounds, 0.055% hits; GST-Rab7 beads, fluorescent GTP binding; actives lie on both sides; untreated = 100%, excess cold GTP = 0%;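 active means fluorescent GTP binding to Rab7 beads changed by at least 20 points from the 100% baseline, either direction, mostly lower; inconclusive means compound itself probably fluorescent, or too few beads counted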;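 further: median green fluorescence of bound Bodipy-FL-GTP per Rab7 bead population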
Rac1 mut GTP – GTP binding modulators of activated mutant Rac1, primary screen, biochemical, bead-based flow cytometry, multiplex, fluorescent GTP; Ras-related C3 botulinum toxin substrate 1 (Homo sapiens), P63000; GST-Rac1 activated beads; actives lie on both sides; 100% means binding = to untreated wells; percent activity (GTP binding), % at 10 µM; 190,000 compounds, 0.11% hits;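 active means GTP binding at least 20 percentage points away from the 100% baseline, in either direction, so actives lie on both sides; inconclusive means Compound likely fluorescent itself, or too few beads counted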
Mcl1-Noxa inh – Mcl-1/Noxa binding inhibitors, primary screen, biochemical, TR-FRET, 1536-well; 220,000 compounds, 1.5% hits; Induced myeloid leukemia cell differentiation protein Mcl-1 (Homo sapiens), Q07820; inhibition, % at 21.7 µM; TR-FRET Mcl-1/Noxa peptide binding, 2 h;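 active means compounds that cut the protein-peptide binding signal by more than 50% relative to plate controls in a single-dose test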;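 further: His-tagged Mcl-1 with rhodamine Noxa BH3 peptide and terbium anti-His antibody; 0% = Mcl-1 plus Noxa peptide wells and 100% = peptide-only wells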
Target sequence (Q07820 whole entry, looked up): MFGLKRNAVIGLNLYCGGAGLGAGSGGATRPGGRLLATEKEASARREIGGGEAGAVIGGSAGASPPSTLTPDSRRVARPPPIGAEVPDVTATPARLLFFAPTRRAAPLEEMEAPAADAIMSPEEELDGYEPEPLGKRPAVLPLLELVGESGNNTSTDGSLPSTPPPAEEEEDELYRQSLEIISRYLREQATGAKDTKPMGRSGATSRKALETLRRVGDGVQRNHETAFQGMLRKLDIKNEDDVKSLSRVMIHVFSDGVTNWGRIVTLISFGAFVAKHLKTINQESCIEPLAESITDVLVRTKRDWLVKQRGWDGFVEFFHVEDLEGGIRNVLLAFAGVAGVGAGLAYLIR
Rac1 wt modul – wildtype Rac1 GTP binding modulators, primary screen, biochemical, GST-Rac1 beads, flow cytometry, multiplex; Ras-related C3 botulinum toxin substrate 1 (Homo sapiens), P63000; fluorescent GTP binding; actives lie on both sides; 0 = cold GTP competed, 100 = untreated; GTP binding activity (% of control), % at 10 µM; 190,000 compounds, 0.27% hits; AID 757, 2007;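 active means GTP binding activity at least 20 points away from the 100% control level, either lower or higher; inconclusive means compound flagged as likely green fluorescent, judged across all proteins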
Avidin bead fluor – green autofluorescence of compounds with avidin beads – biophysical, 488/530 nm, flow cytometry, artefact control, profiling panel | compound fluorescence 488/530 nm; stronger effect = higher value | fluorescence (KMESF) at 10 µM | 220,000 compounds, 0.38% hits | AID 1775, 2009; in the data active means fluorescence above about 47; further: inactives centre near 10
ABCB1 block – ABCB1 efflux pump inhibitors, primary screen, cell-based, multiplex, flow cytometry, ABCG2 counter-screen; ATP-dependent translocase ABCB1 (Homo sapiens), P08183; CCRF-Adr cells, JC-1 efflux; inhibition, % at 6.6 µM; 190,000 compounds, 0.067% hits; AID 1326, 2008; in the data active means inhibition above about 40%;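 further: 0% = vehicle and 100% = reference inhibitor; higher value means more JC-1 retained so stronger ABCB1 efflux block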
HRas wt GTP – modulators of GTP binding to HRas wildtype, primary screen, biochemical, bead-based flow cytometry, multiplex | GTPase HRas (Homo sapiens), P01112 | GST-Ras wt beads, Bodipy-FL-GTP binding; actives lie on both sides | GTP binding activity, % at 10 µM | 190,000 compounds, 0.14% hits;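 active means GTP binding activity at least 20% away from the 100% baseline, either lowered as inhibitor or raised as activator; inconclusive means flagged as likely green fluorescent, judged across all proteins in the well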;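 further: 0% = unlabeled GTP competition control and 100% = no-compound control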
Target sequence (P01112 whole entry, looked up): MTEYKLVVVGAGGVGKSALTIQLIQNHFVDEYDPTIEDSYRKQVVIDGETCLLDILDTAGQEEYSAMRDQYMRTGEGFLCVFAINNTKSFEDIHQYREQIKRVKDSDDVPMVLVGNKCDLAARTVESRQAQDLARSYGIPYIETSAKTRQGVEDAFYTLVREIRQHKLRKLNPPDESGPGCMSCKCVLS
Cdc42 wt GTP – modulators of GTP binding to wildtype Cdc42, primary screen, biochemical, multiplex bead flow cytometry, Bodipy-GTP | 190,000 compounds, 0.2% hits | AID 761, 2007 | GST-Cdc42 beads; actives lie on both sides | Cell division control protein 42 homolog (Homo sapiens), P60953 | percent activity (GTP binding), % at 10 µM;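 active means percent activity GTP binding at least 20 points away from the 100% baseline, either down as inhibitor or up as activator; inconclusive means compound flagged as likely green fluorescent from well-wide comparison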;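 further: median bead fluorescence of bound Bodipy-FL-GTP at 100 nM; 0% = excess unlabeled GTP control and 100% = no compound control; below 100% means less GTP binding so inhibitor and above means activator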
Target sequence (P60953 whole entry, looked up): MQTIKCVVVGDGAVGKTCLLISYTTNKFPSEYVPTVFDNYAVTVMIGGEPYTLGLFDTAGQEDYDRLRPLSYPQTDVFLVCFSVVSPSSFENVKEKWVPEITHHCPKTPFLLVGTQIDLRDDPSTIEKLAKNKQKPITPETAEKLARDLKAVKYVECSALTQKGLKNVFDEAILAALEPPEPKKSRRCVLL
An asterisk follows results filed as active; ? = inconclusive; . = no result given.

SMILES	ABCG2 block	Pf gametocyte	Rab2 wt GTP	Rab7 wt GTP bind	Rac1 mut GTP	Mcl1-Noxa inh	Rac1 wt modul	Avidin bead fluor	ABCB1 block	HRas wt GTP	Cdc42 wt GTP
COc1cc(/C=C2\SC(=S)N(CC(=O)Nc3cccnc3)C2=O)cc(OC)c1OC	-6.7	-9.1	98.0	97.0	97.0	4.3	102.0	19	-0.8	100.0	99.0
C=CCn1c(SCC(=O)Nc2sccc2C(N)=O)nc2sc(C)c(C)c2c1=O	6.4	.	99.0	97.0	98.0	3.1	103.0	21	2.4	100.0	101.0
COc1ccc(OCc2n[nH]c(=S)n2-c2ccc(C)cc2)cc1	-1.3	1.2	95.0	94.0	94.0	0.4	102.0	10	-0.6	96.0	97.0
CCOC(=O)c1c(-c2ccccc2)cn2c(C)cc(C)nc12	53.2	12.3	94.0	100.0	94.0	7.2	97.0	11	1.6	97.0	94.0
CC(NC(=O)C1CCC(C(C)(C)C)CC1)C(c1ccccc1)N1CCOCC1 (stereo not given)	-0.8	.	96.0	94.0	96.0	9.8	95.0	11	0.6	95.0	97.0
Cc1nc2ccc(NC(=O)c3ccc([N+](=O)[O-])cc3)cc2s1	48.1	2.4	101.0	98.0	101.0	28.7	108.0	3	1.3	101.0	107.0
CCOc1nc(SCCOc2ccc(Cl)cc2Cl)nc(N(C)C)n1	2.4	.	97.0	100.0	95.0	6.0	100.0	11	0.5	98.0	97.0
COc1ccccc1C(=O)Nc1cc2cc(Br)ccc2oc1=O	10.1	-27.1	100.0	97.0	100.0	-18.3	104.0	22	0.5	103.0	97.0
COc1ccc(Cl)cc1-c1nc(-c2ccc(Br)o2)no1	1.2	.	101.0	102.0	99.0	4.8	107.0	6	0.1	102.0	103.0
O=C(c1cccc(F)c1)N1CCN(C(=O)C2CC2)CC1	0.8	.	97.0	100.0	96.0	7.1	99.0	20	0.1	99.0	97.0
Cc1cnc(C(=O)OCC(=O)NC(=O)NC(C)C)cn1	1.7	.	100.0	100.0	98.0	12.9	105.0	23	0.2	101.0	101.0
S=c1[nH]nc(-c2ccc3ccccc3n2)n1Cc1ccccc1	-1.3	21.1	93.0	99.0	96.0	21.9	105.0	12	-0.6	99.0	99.0
CCOc1ccc(Br)cc1/C=N/O	-3.7	.	99.0	101.0	98.0	-2.2	106.0	27	-0.9	101.0	103.0
COc1ccccc1OC(C)C(=O)Nc1nc(-c2ccc(S(=O)(=O)N3CCOCC3)cc2)cs1 (stereo not given)	38.3	.	101.0	97.0	97.0	-13.3	103.0	14	3.9	102.0	103.0
O=C(CC1C(=O)NCCN1Cc1cccc(Oc2ccccc2)c1)NCCc1ccncc1 (stereo not given)	2.2	-6.9	97.0	96.0	96.0	2.9	99.0	10	0.2	97.0	98.0
O=C(c1ccco1)N1CCCN(Cc2nc(-c3cccs3)no2)CC1	0.2	12.6	?	?	?	-9.9	?	10	0.1	?	?
CC(=C/c1ccc(C(C)C)cc1)/C=N/NC(=O)c1ccncc1	2.0	.	101.0	101.0	102.0	13.1	109.0	7	0.2	102.0	102.0
Cc1ccc(S(=O)(=O)N2CCC(=O)N(C(COCc3ccc(Cl)cc3)Cc3ccccc3)CC2)cc1 (stereo not given)	12.7	.	100.0	101.0	100.0	24.6	106.0	11	5.9	102.0	102.0
CCCCn1c(CN2CCN(C(=O)OCC)CC2)nc2c1c(=O)n(C)c(=O)n2C	-0.9	23.5	99.0	94.0	95.0	-1.6	96.0	11	-0.1	98.0	99.0
CCOC(=O)c1ccc(CNC(=O)Cn2nnc(-c3cccc(C)c3)n2)o1	1.3	.	101.0	106.0	95.0	8.4	100.0	12	-0.1	98.0	98.0
Cc1cc(CCN2CCC(=O)NC2=S)ccc1OC(C)C	3.0	.	101.0	99.0	99.0	10.5	109.0	8	0.7	100.0	102.0
O=c1c2c(-c3ccccc3)csc2nc2n1CCC2	5.0	.	?	?	?	.	?	11	0.1	?	?
COc1cccc(C2NC(CCSC)(C(=O)O)C3C(=O)N(C(C)C)C(=O)C23)c1O (stereo not given)	3.3	.	99.0	99.0	97.0	9.0	98.0	7	0.3	97.0	99.0
CCOc1cccc(C(=O)Nc2cccnc2)c1	-1.9	.	102.0	100.0	101.0	22.3	107.0	5	-2.8	102.0	105.0
COc1ccc(/C=N/n2cnnc2SCc2ccc(OC)cc2)cc1	0.5	.	100.0	99.0	101.0	2.2	105.0	6	0.0	100.0	102.0
Cc1ccccc1CS(=O)(=O)c1ccc(C(=O)N2CCC(C)CC2)cc1[N+](=O)[O-]	2.5	-11.5	99.0	106.0	95.0	-3.2	102.0	11	1.0	99.0	97.0
O=CNC1CCCc2c1[nH]c1ccc(Cl)cc21 (stereo not given)	0.5	-5.5	102.0	102.0	97.0	9.4	99.0	10	-0.1	101.0	99.0
COCCOC(=O)C1=C(C)NC2=C(C(=O)CCC2)C1c1ccc2c(c1)OCO2 (stereo not given)	2.1	14.4	96.0	99.0	94.0	18.6	94.0	41	0.3	97.0	98.0
CCN1CCN(C(c2cccs2)C(C)NS(=O)(=O)c2ccc(Br)cc2)CC1 (stereo not given)	0.6	.	103.0	105.0	98.0	5.2	104.0	24	0.4	104.0	108.0
O=C(c1ccco1)N1CCN(C(=O)c2oc(=O)c3ccccc3c2-c2ccccc2)CC1	1.2	.	98.0	101.0	99.0	-12.5	104.0	7	1.4	98.0	99.0
O=C(Nc1nc2c(s1)C(=O)CCC2)c1ccccc1	2.1	.	97.0	101.0	97.0	9.4	95.0	44	0.1	99.0	99.0
COc1ccc(C=O)cc1OC(=O)C1(C)Cc2ccccc2C(=O)O1 (stereo not given)	1.5	-12.6	101.0	104.0	96.0	-3.6	106.0	9	0.5	99.0	96.0
CCN1CCN(CCCNC(=O)Cn2cc3c(n2)CCCC3)CC1	-1.3	.	100.0	104.0	100.0	26.0	107.0	9	-1.4	102.0	102.0
Cc1ccc(NC(=O)C2CC(=O)n3ncnc3N2)cc1C (stereo not given)	3.5	-16.9	96.0	95.0	98.0	-12.0	98.0	17	0.9	95.0	99.0
O=C1C2C3C=CC(C4CC34)C2C(=O)N1/N=C/c1ccc(-c2cccc([N+](=O)[O-])c2)o1 (stereo not given)	10.4	.	96.0	96.0	95.0	31.7	97.0	3	1.7	98.0	96.0
CCCC1=C(C(=O)OCC)C(c2cc(Cl)cc(OC)c2OCc2ccccc2)NC(=O)N1 (stereo not given)	8.0	.	92.0	94.0	92.0	-2.5	93.0	30	2.4	94.0	94.0
CCCC(=O)Nc1ccc(NC(=O)CCc2ccccc2)cn1	1.0	.	101.0	101.0	99.0	3.8	109.0	33	0.0	102.0	102.0
Cc1ccc(-n2nc3c(c2NC(=O)c2c(-c4ccccc4Cl)noc2C)CS(=O)(=O)C3)c(C)c1	3.5	.	101.0	98.0	98.0	11.6	100.0	5	1.4	100.0	103.0
Cc1cc(C)n(CC(C)NC(=O)CCc2nnc(CCc3ccccc3)o2)n1 (stereo not given)	1.7	-13.1	98.0	104.0	98.0	-4.7	101.0	3	1.3	99.0	95.0
Cc1ccc(C(=O)N2CCN(c3ccccn3)CC2)cc1[N+](=O)[O-]	4.3	-9.9	97.0	98.0	96.0	0.2	99.0	11	0.8	96.0	93.0
COc1ccc(CCNC(=O)Cn2cccc2C(=O)c2ccccc2)c(OC)c1	3.4	-35.0	95.0	91.0	92.0	-2.1	93.0	14	0.6	94.0	93.0
CCc1ccc(C(=O)CSc2nc(C)cc(=O)[nH]2)cc1	3.2	11.7	96.0	95.0	97.0	8.3	97.0	8	0.7	95.0	99.0
Cc1cc(C)cc(N(CC(=O)N2CC=C(c3ccccc3)CC2)S(=O)(=O)c2c(C)noc2C)c1	0.1	.	100.0	103.0	98.0	-0.7	102.0	7	1.0	100.0	102.0
COc1ccc(CC(=O)N2CC(C)CC(C)C2)cc1OC (stereo not given)	0.6	.	100.0	105.0	99.0	-0.6	103.0	8	0.3	102.0	102.0
O=C(NCCc1ccccc1)c1ccc(-c2ccc(F)cc2)o1	30.7	-1.4	93.0	97.0	91.0	2.9	93.0	10	0.3	93.0	93.0
O=C(c1nn2c(C(F)(F)F)cc(-c3ccco3)nc2c1Br)N1CCCc2ccccc21	2.0	20.6	95.0	96.0	100.0	22.3	102.0	.	0.9	96.0	97.0
CCOc1ccc(CNC(=S)N/N=C/c2cccnc2)cc1	7.1	13.9	96.0	100.0	97.0	14.0	102.0	12	0.6	99.0	100.0
COc1ccc(N2CCc3c(C)nc4c(OC)cc(OC)cc4c32)cc1	4.8	12.0	103.0	106.0	100.0	8.0	105.0	9	6.0	100.0	97.0
COCCCNC(=O)c1cc2c(=O)n(C)c3ccccc3c2n1C	3.1	.	103.0	101.0	98.0	7.2	101.0	8	0.6	102.0	101.0
CC(C)Cn1cc(F)c(=O)n(CC(C)C)c1=O	0.6	5.7	102.0	108.0	98.0	-12.4	101.0	8	0.2	99.0	101.0
COc1cccc(CNc2ccccc2O)c1OCc1ccccc1F	9.2	2.6	96.0	97.0	93.0	35.9	97.0	11	0.3	95.0	94.0
C=CCSC1=N/C(=C\C=C\c2ccco2)C(=O)S1	1.4	.	102.0	101.0	97.0	75.8*	105.0	9	-0.4	100.0	98.0

Compounds were not picked by outcome (roughly 2.3% active in at least one column).
